DRD3 antagonist: qHTS of D3 Dopamine Receptor Antagonist: qHTS; D(3) dopamine receptor (Homo sapiens), P35462; D3R cells, DiscoveRx beta-arrestin luminescence, antagonist mode; stronger effect = lower value; max response, negative = inhibition, %; hit rate 2.5% among 360,000; AID 652054, 2013; in the data active = max response below about -50%; inconclusive = no clear call, values can overlap the other calls; also: % is scaled to controls: 0 for no effect and ±100 for the full control effect; mostly tested at two doses, the higher about 12 µM
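Cells expressing the human receptor were seeded at 1500 cells/well, incubated overnight at 37 degrees C in 5% CO2, then exposed to library compounds with dopamine controls for 90 minutes at 37 degrees C before luminescent detection.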
DRD3 agonist: qHTS of D3 Dopamine Receptor Agonist: qHTS. D3R DiscoveRx beta-arrestin cells, luminescence, 90 min. max activation, %. hit rate 0.58% among 410,000. AID 652048, 2013; in the data active = max activation above about 30%; also: 0% is about no effect; mostly tested at two doses, the higher about 12 µM
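Agonist mode: compounds and dopamine controls were applied to plated cells for 90 min at 37 degrees C after an overnight attachment at 1500 cells/well. Luminescent read-out followed 30 - 60 minutes at room temperature with DiscoveRx detection reagent.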
PI5P4K alpha inh: qHTS for Inhibitors of phosphatidylinositol 5-phosphate 4-kinase (PI5P4K) | Phosphatidylinositol 5-phosphate 4-kinase type-2 alpha (Homo sapiens), P48426 | AID 652105, 2013 | max response, % | hit rate 1.2% among 330,000 | PI5P4Kalpha enzyme, ADP-Glo luminescence, 60 min; stronger effect = lower value; active = max response of -50% or lower; inconclusive = between -30% and -50%; inactive = -30% or higher; also: value at the top dose of about 77 µM; % is scaled to controls: 0 for no effect and ±100 for the full control effect
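Human PI5P4Kalpha with substrate in 0.038 M HEPES pH 7.4, 0.28 mM EGTA, 0.1% CHAPS, 5% DMSO; reaction started with 5 microM ATP (final), 60 min at room temperature. ADP formed read by ADP-Glo luminescence.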
PLK1 PBD block: qHTS for Inhibitors of PLK1-PDB (polo-like kinase 1 - polo-box domain): Primary Screen; Potency, µM, inactives show max response, negative = inhibition, usual class: inhibitors; hit rate 2.8% among 360,000; AID 720504, 2013; Plk1 PBD binding of FITC phosphopeptide, fluorescence polarization; Serine/threonine-protein kinase PLK1 (Homo sapiens), P53350; also: potency is read from the fitted curve at half-maximal effect; series mostly up to about 57 µM; % is scaled to controls: 0 for no effect and ±100 for the full control effect; nearly all actives have a fitted effect of over 65% in size
GLP1R ag: qHTS of GLP-1 Receptor Agonists; Glucagon-like peptide 1 receptor (Homo sapiens), P43220; HEK293 GLP-1R CRE-luciferase, luminescence, 4-6 h; cells express a hypersensitive GLP-1R form; Potency, µM (top dose mostly 45.6 µM), for inactives: at the highest dose activation, actives largely listed as activators; hit rate 0.007% among 380,000; also: potency is read from the fitted curve at half-maximal effect; % of control where 0% means no effect
IL-2 act: qHTS of IL-2 Activators; hit rate 0.065% among 360,000; AID 652025, 2013; IL-2 activation reporter assay, cell-based qHTS; stimulated with anti-CD3/CD4/CD28 beads; in transgenic mouse T cells; activation, % (series mostly up to about 46 µM); in the data active = activation above about 50%; inconclusive = mostly about 30% to 49%; also: 0% is about no effect
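Using fluorescent plate cytometry, EGFP and DsRed are detected in transgenic mouse T cells stimulated 18 h at 37 degrees C with antibody-coated beads after 60 min compound pretreatment.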
GLP-1R inv ag: qHTS of GLP-1 Receptor Inverse Agonists (Inhibition Mode) | Potency, µM (top dose mostly 38.3 µM), inactives show top-dose activity change, negative = inhibition, most hits filed as inhibitors | HEK293 GLP-1R CRE-luciferase, luminescence, 24 h; GLP-1R form is constitutively active | AID 624417, 2012 | hit rate 1.6% among 410,000 | Glucagon-like peptide 1 receptor (Homo sapiens), P43220; also: potency is read from the fitted curve at half-maximal effect; % is scaled to controls: 0 for no effect and ±100 for the full control effect; nearly all actives have a fitted effect of over 55% in size
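HEK293 cells stably co-expressing constitutively active GLP-1R and a cAMP-responsive luciferase reporter were seeded in DMEM with 10% Nu serum, given compounds after 12 h, and incubated 24 h at 37 deg C. Luminescence was then read.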
HEK293 tox: qHTS of GLP-1 Receptor Inverse Agonists: Cytotox Screen. HEK293 cAMP-luciferase reporter cells, luminescence, 24 h. Potency, µM (titrated, usually from 38.3 µM), for the others: top-dose activity change, negative = inhibition, actives largely listed as inhibitors. hit rate 0.13% among 410,000. AID 624418, 2012;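 also: loss of luciferase light is scored as toxicity; potency is read from the fitted curve at half-maximal effect; % is scaled to controls: 0 for no effect and ±100 for the full control effect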
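1536-well qHTS counterscreen of the MLSMR; 200 cells/uL, 12 h pre-incubation, 23 nL cpd, 24 h at 37 deg C 5% CO2, luciferase detection reagent, 12 min RT, luminescence. Inhibition = undesired.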
WRN inhibitor: qHTS for Inhibitors of WRN Helicase | hit rate 0.46% among 360,000 | WRN helicase unwinding, fluorescent forked duplex, kinetic | Bifunctional 3'-5' exonuclease/ATP-dependent helicase WRN (Homo sapiens), Q14191 | AID 651768, 2012 | Potency, µM (top dose mostly 114 µM), for the others: at the top dose activity change, negative = inhibition, most hits filed as inhibitors; also: potency is read from the fitted curve at half-maximal effect; % is scaled to controls: 0 for no effect and ±100 for the full control effect; nearly all actives have a fitted effect of over 55% in size
Target sequence (Q14191 whole entry, looked up): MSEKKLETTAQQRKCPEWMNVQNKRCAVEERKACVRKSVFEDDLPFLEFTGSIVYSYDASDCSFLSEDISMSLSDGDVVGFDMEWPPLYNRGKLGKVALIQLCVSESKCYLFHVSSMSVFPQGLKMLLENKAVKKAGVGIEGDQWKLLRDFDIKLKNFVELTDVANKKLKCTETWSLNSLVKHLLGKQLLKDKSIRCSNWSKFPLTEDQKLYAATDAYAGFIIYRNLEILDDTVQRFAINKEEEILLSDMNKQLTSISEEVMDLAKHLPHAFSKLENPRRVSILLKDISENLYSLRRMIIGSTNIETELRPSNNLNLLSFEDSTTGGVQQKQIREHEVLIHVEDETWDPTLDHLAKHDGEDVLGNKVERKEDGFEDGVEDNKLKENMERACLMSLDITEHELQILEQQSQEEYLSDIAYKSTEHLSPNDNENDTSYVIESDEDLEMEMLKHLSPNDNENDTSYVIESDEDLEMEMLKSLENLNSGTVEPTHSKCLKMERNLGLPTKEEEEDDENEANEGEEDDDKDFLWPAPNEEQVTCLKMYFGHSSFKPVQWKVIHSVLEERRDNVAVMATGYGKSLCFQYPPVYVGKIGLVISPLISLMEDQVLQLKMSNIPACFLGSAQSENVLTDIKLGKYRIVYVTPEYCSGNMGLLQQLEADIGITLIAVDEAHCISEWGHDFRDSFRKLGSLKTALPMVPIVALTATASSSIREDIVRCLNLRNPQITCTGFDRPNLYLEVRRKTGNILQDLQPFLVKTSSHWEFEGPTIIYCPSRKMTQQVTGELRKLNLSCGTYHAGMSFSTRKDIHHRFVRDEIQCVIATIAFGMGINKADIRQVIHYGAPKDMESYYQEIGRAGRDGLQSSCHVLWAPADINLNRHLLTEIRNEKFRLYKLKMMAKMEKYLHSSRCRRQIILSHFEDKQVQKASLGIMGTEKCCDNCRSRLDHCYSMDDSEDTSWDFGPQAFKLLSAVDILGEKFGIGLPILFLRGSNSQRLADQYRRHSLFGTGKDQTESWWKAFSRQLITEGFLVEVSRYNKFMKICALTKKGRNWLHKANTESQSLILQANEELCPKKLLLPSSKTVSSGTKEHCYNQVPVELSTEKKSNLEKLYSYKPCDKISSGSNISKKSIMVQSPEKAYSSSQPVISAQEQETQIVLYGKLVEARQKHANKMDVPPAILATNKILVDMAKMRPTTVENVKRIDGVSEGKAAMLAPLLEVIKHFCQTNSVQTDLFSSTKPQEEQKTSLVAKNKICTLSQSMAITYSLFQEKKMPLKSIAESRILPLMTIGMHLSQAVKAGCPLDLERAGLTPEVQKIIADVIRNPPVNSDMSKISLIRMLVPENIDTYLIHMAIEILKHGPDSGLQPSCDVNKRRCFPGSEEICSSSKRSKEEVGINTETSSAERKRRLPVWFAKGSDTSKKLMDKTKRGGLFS
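Enzyme (20 nM final) and test compound sit together 15 min at room temperature before substrate addition. Substrate is a single-forked duplex oligonucleotide (100 nM) labelled with fluorophore and quencher, with 2 mM ATP; helicase unwinding raises red fluorescence, read kinetically.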
* = called active by the depositor; ? = inconclusive; · = not tested or not shown; [ ] = remark or other dose. Unless noted, calls follow the shape of the dose curve; as a rule, active = well fitted curve in the direction sought with a large enough effect; inconclusive = small, poorly fitted or top-dose-only effect, or another doubt; inactive = no such curve, though single readings can be large; an effect the other way counts as inactive or inconclusive.

SMILES	DRD3 antagonist	DRD3 agonist	PI5P4K alpha inh	PLK1 PBD block	GLP1R ag	IL-2 act	GLP-1R inv ag	HEK293 tox	WRN inhibitor
CC1=C(C(=O)OCc2ccccc2)C(c2cccnc2)n2ncnc2N1 (stereo not drawn)	3	1	4	-15%	2%	0.2	11%	8%	8%
CC(C)Oc1ccc(Cc2c(O)nc(NCCCN(C)C)[nH]c2=O)cc1	38	-8	4	-2%	-2%	0.9	7%	-14%	3%
CC(=O)c1cccc(-c2ccnc3c2CC(C(=O)Nc2cccc(C(F)(F)F)c2)O3)c1 (stereo not drawn)	-15	3	-6	-4%	13%	-0.6	?	-11%	-8%
COc1ccc(C(CNC(=O)c2cc(S(=O)(=O)N3CCCC3)ccc2Cl)N2CCCC2)cc1 (stereo not drawn)	?	-5	8	3%	5%	0.7	-13%	-4%	4%
CC1CN(S(=O)(=O)c2ccc(Cl)c(S(=O)(=O)N3CC(C)OC(C)C3)c2)CC(C)O1 (stereo not drawn)	17	-1	·	-4%	-6%	4.5	-25%	-3%	14%
COc1ccc(CC(=O)Nc2ccc(C(=O)O)cc2NC(=O)Cc2ccc(OC)cc2)cc1	-14	-6	6	-1%	-4%	-0.8	-3%	-4%	10%
C/C(O)=C(/N=O)C(=O)Nc1ccccc1	-11	-3	·	-7%	-7%	-2.0	4%	10%	-3%
CCOc1cc(/C=N/NC(=O)c2ccccn2)ccc1OC(=O)c1ccc(F)cc1	-2	4	-2	-1%	-7%	-3.7	-12%	5%	-13%
Cc1cc(C)c(S(=O)(=O)N(CC(=O)O)CC(=O)O)c(C)c1	0	-4	1	-2%	-9%	-0.6	0%	-9%	1%
Fc1ccccc1Oc1nc(-c2ccncc2)nc2ccccc12	0	5	8	9%	1%	-0.3	15%	-4%	-7%
Cc1ccc(C(=O)CN(CCC(=O)O)C(=O)c2ccncc2)cc1	28	31*	4	-5%	6%	0.2	3%	-21%	3%
CN(C(=O)COC(=O)C1=COCCO1)c1c(N)n(Cc2ccccc2)c(=O)[nH]c1=O	12	-5	2	-7%	-7%	0.5	6%	-4%	-34%
O=C(Nc1c(-c2ccc3c(c2)OCO3)[nH][nH]c1=O)c1ccccc1	-92*	-8	-21	13µM*	1%	-0.5	14%	-5%	-33%
CC1CCN(CCNC(=O)C2CCCN(S(=O)(=O)c3cccc4nonc34)C2)CC1 (stereo not drawn)	?	-26	4	-7%	3%	-0.3	-38%	8%	-2%
COc1ccc(-c2cc(C(F)(F)F)nc(NCc3ccccc3)n2)cc1OC	·	11	·	·	4%	·	39%[activator]	-3%	·
O=C(CC1C(=O)NCCN1Cc1cccc(Oc2ccccc2)c1)NCCc1cnccn1 (stereo not drawn)	-21	10	2	-22%	-5%	0.4	8%	14%	0%
CCN(CC)CCC12CC(C)OC1=Nc1ccccc1NC2=O (stereo not drawn)	0	-5	-7	-1%	2%	-0.3	16%	3%	-6%
COc1cc(NC(=O)c2ccc3c(c2)OCO3)ccc1NC(=O)C(C)C	-18	-12	-5	30µM*	6%	-1.2	16%	-18%	1%
COc1cc(C=C2C(=O)c3ccccc3C2=O)cc(OC)c1OC	0	4	4	0.67µM*	-2%	-1.9	4%	-9%	-4%
CN(C)CC/C=C1/c2ccc(F)cc2Sc2ccc(Cl)cc21	-84*	-10	17	2%	7%	-3.2	?	?	1%
CCCCNc1c(-c2cccc(OC)c2)nc2nc(C)cc(C)n12	6	8	-1	0%	7%	1.1	6%	1%	2%
Nc1nc(CN2CCN(c3ccccc3)CC2)nc(Nc2ccc(Cl)cc2)n1	2	-5	11	4%	7%	-0.4	?	?	-6%
Cc1cccc(C(=O)NCCCNC(=O)c2ccccn2)c1	3	-1	-1	-12%	10%	0.2	10%	-12%	1%
COc1ccc(CNC(=O)COC(=O)CN2C(=O)COc3ccccc32)cc1	0	-8	4	-7%	-2%	0.8	5%	-6%	-34%
COc1ccccc1NC(=O)CSc1nnc(CNC(=O)c2ccco2)n1C	11	18	-27	1%	4%	-3.8	29%	-14%	8%
COc1ccc(CN2CCN(Cc3nc4ccccc4s3)CC2CCO)c(C)c1C (stereo not drawn)	0	-9	1	0%	7%	-0.5	7.9µM*	?	-6%
COc1cccc(/C=N/NC(=O)c2nnn(-c3nonc3N)c2-c2cccs2)c1	?	3	4	-1%	-4%	-3.3	?	-3%	-4%
CC(=O)c1cc(CN2CCC(n3nccc3NC(=O)c3ccccc3)CC2)cs1	-12	-5	6	-8%	-10%	-4.0	-5%	9%	-27%
S=C(NNC(=S)NC1CC2CCC1C2)NC1CC2C=CC1C2 (stereo not drawn)	-6	5	-3	-14%	15%	0.9	?	3%	14%
COCc1cccc(-c2csc(C(O)c3ccc(F)cc3)n2)c1 (stereo not drawn)	0	-13	0	-10%	12%	-0.2	?	-5%	0%
Cc1ccc(OCC(=O)N(C)CC(=O)NCc2ccco2)c(Br)c1	23	5	?	?	1%	1.2	-25%	13%	?
Cc1onc(-c2ccccc2Cl)c1C(=O)N(Cc1ccccc1)C(C)C	8	-3	3	-2%	4%	0.4	?	-6%	1%
CN(/N=C/c1ccc(O)cc1O)c1ncc(C(F)(F)F)cc1Cl	-2	-21	24	5%	20%	1.1	-14%	-12%	-3%
O=C(Nc1cccc(-c2nnc(-c3ccccc3)o2)c1)c1ccc(Br)o1	14	11	·	-7%	-1%	-2.5	?	?	-24%
O=C(CN(C(=O)c1csnn1)c1ccccc1F)NC1CCCCC1	-8	1	2	4%	8%	0.7	17%	4%	-4%[57.1 µM]
CCOC(=O)C1(Cc2ccc(O)cc2)NC(c2ccco2)C2C(=O)N(c3ccccc3F)C(=O)C21 (stereo not drawn)	-24	-2	-1	-7%	3%	0.9	7%	-5%	-14%
COc1ccc(Cl)cc1NC(=O)Nc1ccccc1SC	-10	-10	9	-13%	0%	0.5	-18%	-10%	-6%
COC(=O)CSc1ncc(C#N)c(N)n1	4	-10	0	-26%	18%	3.2	-10%	-3%	-18%
Cc1ccc(Nc2nc(C)cc(C)c2C#N)c(C)c1	18	6	12	-2%	8%	0.3	-1%	4%	4%
O=C(c1cccc(S(=O)(=O)NCc2ccccc2)c1)N1CCN(Cc2ccccc2)CC1	16	-5	-7	3%	-5%	1.4	?	-11%	-4%
COCCNC(=O)C1(C)Cc2c(-c3cccc(NC(C)=O)c3)ccnc2O1 (stereo not drawn)	-13	8	1	-9%	-1%	0.4	-33%	-25%	5%
Cc1cc(Cl)c(S(=O)(=O)NC(C)C)cc1OCC(N)=O	-2	0	-5	-12%	-6%	1.5	7%	-11%	1%
C/C(=N/NS(=O)(=O)c1cc(C)ccc1C)c1ccc2c(c1)OCO2	5	6	-1	-1%	3%	-0.3	-10%	-3%	-4%
CCc1cccc(C)c1NC(=O)N(C)C1CCCCC1	-14	-6	1	-2%	2%	-1.0	-9%	5%	-7%
COc1ccc(NC(=O)COC(=O)COc2cccc3c2OC(C)(C)C3)cc1	-15	-11	-3	-8%	-13%	-0.7	-6%	18%	0%

In the list so far, two contain bromine:
SMILES	DRD3 antagonist	DRD3 agonist	PI5P4K alpha inh	PLK1 PBD block	GLP1R ag	IL-2 act	GLP-1R inv ag	HEK293 tox	WRN inhibitor
Cc1ccc(OCC(=O)N(C)CC(=O)NCc2ccco2)c(Br)c1	23	5	?	?	1%	1.2	-25%	13%	?
O=C(Nc1cccc(-c2nnc(-c3ccccc3)o2)c1)c1ccc(Br)o1	14	11	·	-7%	-1%	-2.5	?	?	-24%

Following part.
SMILES	DRD3 antagonist	DRD3 agonist	PI5P4K alpha inh	PLK1 PBD block	GLP1R ag	IL-2 act	GLP-1R inv ag	HEK293 tox	WRN inhibitor
CCOC(=O)c1sc(NCC2CCCO2)nc1C (stereo not drawn)	-18	11	-8	-12%	-3%	-0.2	28%	-9%	-2%
O=C(N/N=C/c1sc(N2CCOCC2)nc1-c1ccccc1)c1ccc(O)cc1	8	1	2	2%	16%	-4.5	63%[activator]	3%	-35%[57.1 µM]
COCCn1c(N)c(N(Cc2ccccc2)C(=O)COc2ccc(F)cc2Cl)c(=O)[nH]c1=O	-4	5	-7	3%	7%	-3.2	-25%	-11%	11%
CNc1oc(-c2cccc3ccccc23)nc1C#N	-7	-5	10	-1%	19%	-0.9	7%	20%	-6%
COc1ccc(CCNC(=O)C2CCCN(S(=O)(=O)c3ccccc3)C2)cc1 (stereo not drawn)	11	1	3	1%	-7%	-2.1	?	-19%	-13%
NC(=O)c1cc(N2C(=O)C=CC2=O)ccc1Cl	-14	-1	·	21µM*	-13%	-2.5	0%	5%	-23%
Cc1cccc(C(=O)NNC(=O)C2CCN(C(=O)OC(C)(C)C)CC2)c1	22	5	0	-3%	2%	1.9	14%	-1%	3%
O=C(Oc1cccc2cccnc12)c1ccc2c(c1)OCCO2	-84*	-4	1	-2%	11%	-4.0	4µM*	-5%	-10%
CN1CCN(C=NC2=NN(c3cccc(C(F)(F)F)c3)CC2)CC1	-30	-5	8	-9%	3%	-0.8	1%	-12%	12%
CC(C)NC(=O)N(C)C[C@H]1OCCCC[C@@H](C)Oc2ccc(N(C)C)cc2C(=O)N([C@H](C)CO)C[C@@H]1C	-24	-7	0	-23%	-1%	0.9	16%	2%	-1%
CCOc1ncccc1C(=O)Nc1cccc(S(=O)(=O)N2CCCCC2)c1	9	-1	7	7%	7%	1.3	36%	19%	-3%

Compound activity from PubChem BioAssay.
